S1P4 agonist: S1P4 receptor agonists, primary screen, cell-based. Sphingosine 1-phosphate receptor 4 (Homo sapiens), O95977. S1P4-expressing cell line, agonist reporter assay. activation, % at 4.98 µM. hit rate 0.35% among 220,000; in the data active = activation above about 11%;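 also: 0% = DMSO vehicle and 100% = reference agonist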
NPY-Y1 PAM-ag: NPY-Y1 receptor potentiators or agonists, primary screen, cell-based. Neuropeptide Y receptor type 1 (Homo sapiens), P25929. NPY-Y1 expressing cells, potentiator/agonist activation. activation, % at 3.6 µM. hit rate 0.37% among 220,000. AID 1304, 2008; in the data active = activation above about 33%, passing the limit was not always enough;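 also: cells stimulated with NPY at EC10 then isoproterenol at EC100; 0% = low agonist plus stimulus and 100% = saturating agonist plus stimulus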
BaF3 parental: parental Ba/F3 cell viability inhibition, counter-screen for JAK2V617F inhibitor project, murine pro-B, CellTiter-Glo luminescence | CellTiter-Glo ATP luminescence | inhibition, % at 5.6 µM | hit rate 1.1% among 220,000;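 active = inhibition above a per-campaign cutoff, the mean inhibition of all tested compounds plus 3 SD, cut at about 27% in these data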;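 also: 0% = DMSO wells and 100% = JAK Inhibitor I control wells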
S1P4 antag: S1P4 receptor antagonists, primary screen, cell-based; S1P4-expressing cells, antagonist mode, reporter read-out; inhibition, % at 4.98 µM; hit rate 0.26% among 220,000; AID 1510, 2009; in the data active = inhibition above about 29%;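 also: 0% = wells stimulated with agonist and 100% = vehicle wells without agonist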
RBBP9 inh: human RBBP9 inhibitors, primary screen, biochemical, fluorescence polarization, FP-Rh probe, HTS; inhibition, % at 7.94 µM; recombinant RBBP9; hit rate 0.2% among 220,000;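 active = inhibition above the campaign mean of all tested compounds plus 3 SD, cut at about 14% in these data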;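 also: plate controls were DMSO wells with RBBP9 for no effect and wells lacking RBBP9 protein for full effect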
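System: RBBP9 protein / Quantity: 2.5 µM RBBP9 dispensing solution, before mixing / Also added: Serine-hydrolase probe FP-Rh, 375 nM pre-mixing / Dosing: 7.94 µM single dose, 0.794% DMSO / Timing: enzyme-compound preincubation 30 min, then probe labeling 45 min, 25 °C / Signal: FP readout at 525/598 nm / Controls: DMSO-treated enzyme wells and wells lacking RBBP9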
Runt-CBFb FRET: inhibitors of RUNX1 Runt–CBFb binding, primary screen, biochemical, FRET, Cerulean-Runt, Venus-CBFb, uHTS. Cerulean-Runt/Venus-CBFb FRET ratio 530/480, 1 h. hit rate 0.46% among 220,000. inhibition, % at 20 µM. Runt-related transcription factor 1 (Homo sapiens) + Core-binding factor subunit beta …;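 active = inhibition over about 50% at 20 µM in the single-dose screen, limit read from the data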;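 also: 0% = DMSO wells and 100% = excess unlabeled CBFb competitor control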
Target sequence (Q01196 whole entry, looked up): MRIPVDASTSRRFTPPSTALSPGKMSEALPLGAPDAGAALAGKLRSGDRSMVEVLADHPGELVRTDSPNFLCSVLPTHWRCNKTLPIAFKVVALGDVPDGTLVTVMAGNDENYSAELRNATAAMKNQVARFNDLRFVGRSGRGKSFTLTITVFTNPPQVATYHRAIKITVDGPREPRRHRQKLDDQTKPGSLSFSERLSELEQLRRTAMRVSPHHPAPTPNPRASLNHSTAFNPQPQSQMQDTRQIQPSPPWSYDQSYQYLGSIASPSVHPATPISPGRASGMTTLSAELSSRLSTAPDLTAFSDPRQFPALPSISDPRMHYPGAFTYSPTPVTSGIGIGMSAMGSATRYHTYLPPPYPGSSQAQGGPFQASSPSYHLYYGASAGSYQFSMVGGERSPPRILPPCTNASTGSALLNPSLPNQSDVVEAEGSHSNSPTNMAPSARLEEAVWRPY
Target sequence (Q13951 whole entry, looked up): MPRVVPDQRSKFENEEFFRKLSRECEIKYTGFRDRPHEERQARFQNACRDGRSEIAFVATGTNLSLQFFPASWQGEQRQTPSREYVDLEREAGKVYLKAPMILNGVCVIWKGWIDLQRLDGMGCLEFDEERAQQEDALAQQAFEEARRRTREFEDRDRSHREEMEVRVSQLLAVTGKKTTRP
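Assay system: Cerulean-Runt domain fusion protein, energy donor; Signal: fluorescence energy transfer, 422 nm excitation, 530/480 nm emission; Timing: 1 h compound exposure, room temperature; Control set: unlabeled CBFb; Medium: Tris buffer pH 7.5 with salts and BSA; Compound: single test concentration of 20 µM, 1% DMSO final; Probe or stimulus: Venus-CBFb 100 nM.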
Ba/F3 V617F tox: reduced viability of JAK2V617F-dependent Ba/F3 cells, primary screen, JAK2V617F inhibitor project, cell-based, Ba/F3 EpoR-JAK2V617F, luminescence. ATP luminescence. inhibition, % at 5.6 µM. hit rate 1.1% among 220,000;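 active = inhibition above the campaign mean plus 3 SD over all tested compounds, cut at about 24% in these data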;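 also: cytokine-independent growth of Ba/F3 cells driven by EpoR plus mutant JAK2; 0% = DMSO-treated cells and 100% = JAK inhibitor I control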
NPY2 pot ag: NPY-Y2 potentiators or agonists, primary screen, cell-based; hit rate 0.45% among 220,000; AID 1359, 2008; cells expressing NPY-Y2, potentiator/agonist read-out; activation, % at 3.6 µM; Neuropeptide Y receptor type 2 (Homo sapiens), P49146; in the data active = activation above about 27%;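 also: cells stimulated with NPY near EC25 plus isoproterenol at EC100; 0% = vehicle plus submaximal agonist and 100% = vehicle plus saturating agonist; some results beyond the cut were filed as inactive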
Target sequence (P49146 whole entry, looked up): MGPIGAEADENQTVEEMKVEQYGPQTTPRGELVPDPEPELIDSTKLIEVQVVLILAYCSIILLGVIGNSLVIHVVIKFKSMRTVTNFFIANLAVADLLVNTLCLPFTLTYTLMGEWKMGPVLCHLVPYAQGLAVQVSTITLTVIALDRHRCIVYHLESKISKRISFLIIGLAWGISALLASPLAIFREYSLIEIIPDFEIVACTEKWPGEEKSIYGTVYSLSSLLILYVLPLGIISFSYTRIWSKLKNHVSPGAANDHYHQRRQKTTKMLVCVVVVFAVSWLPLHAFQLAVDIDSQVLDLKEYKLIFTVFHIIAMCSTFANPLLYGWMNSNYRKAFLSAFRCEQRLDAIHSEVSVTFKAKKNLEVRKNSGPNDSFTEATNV
NPY Y1 blocker: NPY-Y1 receptor antagonists, primary screen, cell-based. hit rate 1% among 200,000. HEK293-CNG Y1 cells, membrane potential fluorescence; NPY at EC95, then isoproterenol. inhibition, % at 3.6 µM;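 active = inhibition above the campaign mean inhibition of all tested compounds plus 3 SD, cut at about 20% in these data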;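 also: 0% = DMSO wells given NPY plus isoproterenol and 100% = isoproterenol alone without NPY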
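Assay system: HEK293 cells with Y1 receptor plus CNG channel | Probe or stimulus: NPY (25 nM), isoproterenol (1 µM), Ro 20-1724 (25 µM) | Timing: Compound incubation 1 h at room temperature, readout 45 min post-stimulation | Measured by: Membrane-potential fluorescent dye readout | Benchmarks: High control isoproterenol alone, low control NPY with isoproterenol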
Active calls of the source: *; nt = no result given. Rows were taken by chance. About 3.6% of those tested had a hit in this group.

Second line of a record: S1P4 agonist	NPY-Y1 PAM-ag	BaF3 parental	S1P4 antag	RBBP9 inh	Runt-CBFb FRET	Ba/F3 V617F tox	NPY2 pot ag	NPY Y1 blocker
> O=[N+]([O-])c1ccc(N2CCOCC2)cc1N1CCCCC1
  -0.1	-24	3	-8	-6	-3	1	9	9
> O=C(Cc1ccc([N+](=O)[O-])cc1)NCc1ccc2c(c1)OCO2
  -0.5	-12	0	-9	3	-4	-2	2	-3
> Cc1cc(-c2nnc(CCC(=O)NCc3ccc(F)c(F)c3)o2)no1
  0.4	-6	0	-13	-11	nt	3	-3	-3
> CCC(=O)Oc1ccc(C(=O)Nc2ccc([N+](=O)[O-])cc2)cc1
  1.5	-7	5	-7	-1	0	4	-5	-3
> N#Cc1ccc(OCC(=O)N2CCN(S(=O)(=O)c3cccs3)CC2)cc1
  1.9	-14	0	-12	-4	-1	0	0	7
> O=c1c(N2CCOCC2)coc2ccccc12
  0.1	2	2	7	-5	-2	2	9	-2
> CC1CN(C(=O)c2cccc(S(=O)(=O)N3CCOCC3)c2)CC(C)O1 (centres undefined)
  2.8	6	3	-15	-2	1	-5	6	1
> Cc1ccc(-n2c(SCC(=O)Nc3ccc4c(c3)OCCO4)nnc2-c2ccco2)cc1
  -0.4	34	1	-18	6	0	-1	11	-3
> COc1ccc(NC(=O)CCSc2nnnn2C)cc1
  0.0	-20	8	0	3	2	0	-12	-3
> O=C(Cn1nc(C(=O)O)c2ccccc2c1=O)NCCC1=CCCCC1
  -0.5	2	5	-10	-6	-3	-2	-4	-1
> OCCC1CN(Cc2cccnc2)CCN1CCc1ccccc1 (centres undefined)
  -0.9	4	4	-5	3	2	0	8	-1
> CCC(=O)Nc1nc(C)c(-c2csc(Nc3cccc(C(=O)O)c3)n2)s1
  0.4	-8	7	-25	3	12	3	12	5
> COc1cc(OC)nc(Oc2cc(/C=N/O)ccc2OC)n1
  0.3	4	4	-16	-13	0	6	2	7
> COc1ccc(S(=O)(=O)N2CCC(C(=O)N3CCCC3)CC2)cc1Cl
  1.5	-3	6	1	-3	2	3	-5	5
> O=C1OCCC1Sc1nnc(-c2ccc(F)cc2)n1Cc1ccccc1 (centres undefined)
  0.8	-4	4	1	-1	0	-3	8	-2
> O=C(CP(=O)(c1ccccc1)c1ccccc1)Nc1cccc(CP(=O)(c2ccccc2)c2ccccc2)c1
  2.8	41	5	-16	-11	0	5	-3	nt
> Cc1c(NC(=O)Nc2ccc(Cl)c(Cl)c2)c(=O)n(-c2ccccc2)n1C
  0.7	13	8	-3	-4	1	-2	-2	-1
> CSC1=C(C#N)C2(CCCC2)C(C#N)=C(N)N1
  0.4	15	2	8	-3	-3	-2	9	-2
> CN(C(=O)CSc1nnc(Nc2ccccc2)s1)c1c(N)n(Cc2ccccc2)c(=O)[nH]c1=O
  1.9	-14	2	-4	-2	5	-1	6	1
> CCn1c(COc2cccc(C)c2)nnc1SCC(=O)N1CCCC1
  -1.1	12	4	-11	-4	-2	1	6	-2

Next part; it opens with the 5 that closed the last part.
Second line of a record: S1P4 agonist	NPY-Y1 PAM-ag	BaF3 parental	S1P4 antag	RBBP9 inh	Runt-CBFb FRET	Ba/F3 V617F tox	NPY2 pot ag	NPY Y1 blocker
> O=C(CP(=O)(c1ccccc1)c1ccccc1)Nc1cccc(CP(=O)(c2ccccc2)c2ccccc2)c1
  2.8	41	5	-16	-11	0	5	-3	nt
> Cc1c(NC(=O)Nc2ccc(Cl)c(Cl)c2)c(=O)n(-c2ccccc2)n1C
  0.7	13	8	-3	-4	1	-2	-2	-1
> CSC1=C(C#N)C2(CCCC2)C(C#N)=C(N)N1
  0.4	15	2	8	-3	-3	-2	9	-2
> CN(C(=O)CSc1nnc(Nc2ccccc2)s1)c1c(N)n(Cc2ccccc2)c(=O)[nH]c1=O
  1.9	-14	2	-4	-2	5	-1	6	1
> CCn1c(COc2cccc(C)c2)nnc1SCC(=O)N1CCCC1
  -1.1	12	4	-11	-4	-2	1	6	-2
> CN1/C(=C\C(=O)c2cccs2)C(C)(C)c2ccccc21
  2.5	-5	13	-1	-3	48	-1	-11	-4
> CC(=O)NC1(C(=O)O)CCCC1
  -0.1	2	-2	0	0	0	-3	10	nt
> COc1ccc(-c2cc(-c3cc(OC)ccc3O)[nH]n2)cc1
  0.9	19	5	21	-7	0	-1	2	-7
> CC(=O)OCC(=O)Nc1cc(S(=O)(=O)N2CCCCCC2)ccc1Cl
  -0.3	4	8	5	1	2	-2	2	1
> CCN(C(=O)c1cc2cccc(OC)c2oc1=O)c1ccccc1
  -0.1	-2	5	4	-6	2	-4	9	-3
> Cc1cccc(CCNC(=O)CCc2nc(-c3ccccc3F)no2)c1
  2.3	-42	3	-5	-6	1	2	-4	14
> CCOc1ccc(-c2cc(CCCC(=O)NCc3ccco3)no2)cc1
  -1.8	5	-1	3	-3	3	-2	5	-1
> Cc1cc(C)cc(C(=O)/C=C2\NC(=O)CS2)c1
  -2.5	-4	-1	3	-7	0	-3	8	-1
> CC1CCN(S(=O)(=O)c2cn(CC(=O)N3CCN(C)CC3)c(=O)c3ccccc23)CC1
  0.5	-6	26	-5	4	0	-5	-6	-7
> CCOC(=O)C1CCN(S(=O)(=O)Cc2ccc(Cl)cc2)CC1
  -2.0	-8	3	-14	-12	-1	-2	8	-2
> CCOc1ccc(NC(=O)CC(NCc2ccccn2)C(=O)O)cc1 (centres undefined)
  1.5	17	6	-20	2	0	0	5	1
> O=C(NCC1OCCc2ccccc21)c1ccc(NC(=O)c2cccc(Br)c2)cc1 (centres undefined)
  0.9	14	5	-14	-10	0	-4	15	-1
> CCOc1ccc(NC(=NCc2ccc3c(c2)OCO3)SC2CC(=O)N(c3ccccc3)C2=O)cc1 (centres undefined)
  3.9	17	1	-10	-2	-7	-4	5	-2
> O=C(NCc1ccccn1)c1c(Cl)cccc1Cl
  1.6	7	6	-9	0	-1	2	-9	4
> O=C1CCCN1CCC1CCN(C(=O)Nc2ccccc2)CC1
  1.9	8	5	-13	-8	3	-2	12	7
> O=C(NCCCN1CCOCC1)c1ccc(CS(=O)(=O)Cc2ccc(Cl)cc2)o1
  -0.4	23	1	2	-4	1	-2	-4	-5
> CCOC(=O)C1CCCN(Cc2ccc(OCC)cc2)C1 (centres undefined)
  -2.5	13	3	-6	-7	2	-4	-19	7
> Cc1occc1C(=O)Nc1c(F)c(F)c(F)c(F)c1F
  1.2	-15	2	-1	-11	3	-1	-1	6
> O=C(NNC1=C(C(=O)C(F)(F)F)CCC1)c1cccc(O)c1
  1.0	-15	8	-12	8	-2	-1	-6	-3
> CC#CCCCC(=O)Nc1cc(OC)nc(OC)n1
  -1.3	-2	0	8	0	0	2	-9	-3

Pulled by structure from above (2):
Second line of a record: S1P4 agonist	NPY-Y1 PAM-ag	BaF3 parental	S1P4 antag	RBBP9 inh	Runt-CBFb FRET	Ba/F3 V617F tox	NPY2 pot ag	NPY Y1 blocker
> O=C(NCC1OCCc2ccccc21)c1ccc(NC(=O)c2cccc(Br)c2)cc1 (centres undefined)
  0.9	14	5	-14	-10	0	-4	15	-1
> CC(=O)NC1(C(=O)O)CCCC1
  -0.1	2	-2	0	0	0	-3	10	nt

Other structures
Second line of a record: S1P4 agonist	NPY-Y1 PAM-ag	BaF3 parental	S1P4 antag	RBBP9 inh	Runt-CBFb FRET	Ba/F3 V617F tox	NPY2 pot ag	NPY Y1 blocker
> COc1cccc(CN2CCN(C(=O)c3cccs3)CC2)c1OC
  -0.6	-7	14	-12	-3	-2	2	6	-7
> Cc1ccc(Nc2nc(=O)c3cccnc3s2)c(Br)c1
  0.2	3	48*	-6	-11	3	51*	-3	nt
> O=C(O)CCc1nn2c3ccccc3n(CC(=O)O)c2nc1=O
  -0.4	-31	5	-9	-5	1	4	4	1
> C/C(=N\Nc1ccccn1)c1ccc(N2CCOCC2)cc1
  -4.1	-1	1	-4	8	0	-3	14	-3
> COC(=O)c1c(/N=C/NOCc2ccc(Cl)cc2)sc2c1CCN(c1ncc(C(F)(F)F)cc1Cl)C2
  2.1	3	7	-8	2	1	2	6	4
> CCOc1cc(C(=O)NC(C)COC)cc(OCC)c1OCC (centres undefined)
  -0.8	-5	3	-9	11	-3	0	14	3
> Cc1cccnc1Sc1c([N+](=O)[O-])ncn1C
  -2.6	9	4	2	0	1	-1	14	-3
> COc1ccc(OC)c(C2C(C(=O)c3ccc(C)o3)=C(O)C(=O)N2CCCN2CCOCC2)c1 (centres undefined)
  -0.5	-6	6	4	-8	nt	-3	-3	7
> CCOC(=O)C1(Cc2cccc(OC)c2)CCN(Cc2ccccc2OC)CC1
  0.2	-5	1	-4	-1	0	-4	-33	4
> COc1cccc(N2C(=O)CC(Nc3ccc(N4CCOCC4)cc3)C2=O)c1 (centres undefined)
  0.1	-15	4	-7	-4	2	-4	1	0
> CCc1ccc(C2=Nn3c(nnc3-c3cccs3)SC2)cc1
  -1.9	-62	4	-8	-2	-6	-2	-34	6
> COc1cc(-n2c(C)nc3cc(C(=O)NCc4ccco4)ccc32)cc(OC)c1OC
  -0.9	-2	4	2	2	0	-1	-13	-3
> C=CCOc1c(OC)cc(Cl)cc1C1NC(=O)NC(C)=C1C(C)=O (centres undefined)
  2.7	-5	1	5	0	-1	-4	-10	-1
> Cn1c(NC(=O)c2ccc(Cl)cc2Cl)cc(=O)n(C)c1=O
  1.6	1	5	-2	-4	2	-2	-3	10
> CCc1ccc(OCC(=O)NNC(=O)CSc2nnc(-c3ccc(C)cc3)n2C)cc1
  0.2	1	1	-14	-5	-3	-2	6	3
> O=C(Nc1nc2ccccc2[nH]1)C1CC(=O)N(c2ccc3c(c2)OCCO3)C1 (centres undefined)
  -3.5	-24	4	5	-8	-2	-2	5	5

Screening results as filed in PubChem.
